# PAD4 inh – inhibitors of human PAD4 | Q9UM07 | recombinant PAD4, RCA probe fluorescence polarization | inhibition, % at 6.36 µM | 330,000 compounds, 0.41% hits;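 active = percent inhibition above a cutoff equal to the mean of all tested compounds plus 3 SD, cut at about 15% in these data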;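 also: 0% = PAD4 with RCA probe and DMSO and 100% = probe without PAD4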
# LYPLA2 inh – counter-screen for PME1 inhibitors: inhibitors of human LYPLA2. O95372. recombinant LYPLA2, FP-Rh probe fluorescence polarization. inhibition, % at 5.9 µM. 320,000 compounds, 0.38% hits. AID 2177;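 active = inhibition above the screen-wide mean plus 3 SD, limit set per campaign, cut at about 26% in these data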;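 also: 0% = LYPLA2 with DMSO and 100% = wells lacking LYPLA2 enzyme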
# EBNA-1 inhibitor – blocks EBNA-1 binding to DNA; EBNA-1 DNA binding, fluorescence polarization; inhibition, % at 14.8 µM; 300,000 compounds, 0.34% hits; AID 1950; in the data active = inhibition above about 28%
# PAFAH1B3 inh – PAFAH1B3 (human) inhibition; Q15102; recombinant PAFAH1B3, FP-rhodamine probe, fluorescence polarization; inhibition, % at 3.39 µM; 340,000 compounds, 0.28% hits;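 active = inhibition above the screen-wide average of all tested compounds plus 3 SD, cut at about 25% in these data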;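 also: 0% = enzyme with DMSO only and 100% = wells lacking PAFAH1B3 protein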
# Target sequence (Q15102 whole entry, looked up): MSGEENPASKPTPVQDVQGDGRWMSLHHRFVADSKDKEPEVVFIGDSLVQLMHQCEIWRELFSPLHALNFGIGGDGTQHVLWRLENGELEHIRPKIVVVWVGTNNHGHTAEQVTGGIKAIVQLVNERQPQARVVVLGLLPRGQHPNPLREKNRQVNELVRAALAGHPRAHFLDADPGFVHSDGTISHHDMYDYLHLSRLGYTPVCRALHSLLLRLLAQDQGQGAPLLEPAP
# PREPL inh – inhibitors of human prolyl oligopeptidase-like enzyme PREPL | Q4J6C6 | recombinant PREPL, fluorescence polarization activity-based probe | inhibition, % at 5.96 µM | 320,000 compounds, 0.68% hits | AID 2751; in the data active = inhibition above about 43%;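 also: 0% = enzyme with DMSO and 100% = wells lacking enzyme; many of its hits are not listed in these tables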
# Target sequence (Q4J6C6 whole entry, looked up): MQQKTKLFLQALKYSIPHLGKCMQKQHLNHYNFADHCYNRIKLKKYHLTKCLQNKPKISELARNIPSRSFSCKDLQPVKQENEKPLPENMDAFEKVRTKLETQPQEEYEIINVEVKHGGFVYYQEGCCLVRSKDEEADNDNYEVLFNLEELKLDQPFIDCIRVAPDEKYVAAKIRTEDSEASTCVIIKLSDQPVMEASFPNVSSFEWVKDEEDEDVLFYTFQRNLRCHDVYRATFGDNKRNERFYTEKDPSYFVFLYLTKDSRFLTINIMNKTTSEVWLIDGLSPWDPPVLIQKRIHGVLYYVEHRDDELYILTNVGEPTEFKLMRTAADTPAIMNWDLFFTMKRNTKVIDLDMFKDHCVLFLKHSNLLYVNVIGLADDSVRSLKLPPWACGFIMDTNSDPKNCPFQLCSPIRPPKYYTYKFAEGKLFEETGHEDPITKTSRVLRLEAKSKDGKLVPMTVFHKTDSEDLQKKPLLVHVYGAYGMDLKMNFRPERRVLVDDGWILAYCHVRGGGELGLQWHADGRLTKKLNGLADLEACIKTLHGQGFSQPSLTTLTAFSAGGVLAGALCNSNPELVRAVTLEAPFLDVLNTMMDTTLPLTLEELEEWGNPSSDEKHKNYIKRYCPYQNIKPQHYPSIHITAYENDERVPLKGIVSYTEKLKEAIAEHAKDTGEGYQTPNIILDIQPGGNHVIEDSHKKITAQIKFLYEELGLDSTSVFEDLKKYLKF
# LYPLA1 counter – LYPLA1 (human) inhibition in PME1 counter-screen | AID 2174 | 320,000 compounds, 0.16% hits | O75608 | inhibition, % at 5.9 µM | recombinant LYPLA1, FP-Rh probe fluorescence polarization;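 active = inhibition above the mean of all tested compounds plus 3 SD, set per campaign, cut at about 14% in these data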;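 also: inhibitors block serine hydrolase probe labeling of LYPLA1 so polarization falls; 0% = enzyme with DMSO and 100% = wells lacking LYPLA1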
# GSTO1 inh – counter-screen for RBBP9 inhibitors: inhibitors of human GSTO1; 300,000 compounds, 1.1% hits; P78417; AID 1974; inhibition, % at 5.96 µM; recombinant GSTO1, activity-based probe fluorescence polarization;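 active = inhibition above the campaign mean inhibition plus 3 SD, cut at about 35% in these data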;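 also: 0% = GSTO1-1 with DMSO and 100% = wells lacking GSTO1-1 enzyme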
# PAFAH2 inh – PAFAH2 (human) inhibition. inhibition, % at 3.39 µM. recombinant PAFAH2, FP-rhodamine activity probe, fluorescence polarization. Q99487. 340,000 compounds, 0.99% hits;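 active = inhibition above the mean over all tested compounds plus 3 SD, cut at about 30% in these data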;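 also: inhibitors block probe labeling of enzyme so polarization drops; 0% = enzyme with DMSO and 100% = wells lacking PAFAH2 protein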
# ZTA counter – counter-screen for EBNA-1 inhibitors: inhibitors of Epstein-Barr virus ZTA | 320,000 compounds, 0.15% hits | inhibition, % at 11 µM | P03206 | ZTA-DNA binding, fluorescence polarization; in the data active = inhibition above about 33%
# Numbers without * were called inactive; . = not tested or not shown.
no.	SMILES	EBNA-1 inhibitor	LYPLA2 inh	PAD4 inh	PAFAH2 inh	GSTO1 inh	PAFAH1B3 inh	PREPL inh	ZTA counter	LYPLA1 counter
1	Oc1oc(-c2ccco2)nc1C=Nc1cccc(Cl)c1	7.5	25.7	4.2	74.8*	-6.9	11.0	12.0	-17.0	6.4
2	CCOc1cc(C=O)cc(Cl)c1OCC(N)=O	2.3	-2.2	-1.5	5.5	-2.6	0.6	7.3	-7.8	-0.9
3	COc1cc(C2c3[nH]c4ccccc4c3C[C@H]3C(=O)N(CCO)CC(=O)N23)cc(OC)c1OC (stereo partly specified)	6.5	-3.2	-2.5	6.5	4.4	2.2	1.6	4.1	-0.6
4	COc1ccc(NC(=O)Nc2ccc3c(c2)C(=O)N([C@H](C)CO)C[C@H](C)[C@@H](CN(C)S(=O)(=O)c2ccc(F)cc2)O3)cc1	.	.	1.4	6.5	.	8.2	33.9	.	.
5	CCCn1ccnc1SCC(=O)Nc1c(C)n(C)n(-c2ccccc2)c1=O	.	3.1	2.0	1.4	.	3.4	6.4	2.7	-0.4
6	N/C(Cc1ccc(Cl)cc1Cl)=N\OC(=O)c1ccc(Br)o1	-2.6	-1.6	-4.6	9.3	-9.1	-0.5	13.1	0.0	0.4
7	CC(C)CC(=O)Nc1ccccc1N1CCOCC1	7.5	1.8	-4.0	-1.1	1.1	15.4	-0.2	5.8	3.0
8	COCCOC(=O)c1c(C)oc2ccc(NS(=O)(=O)c3ccc(F)cc3)cc12	-15.6	-6.4	-8.8	0.2	-5.8	3.2	-3.5	11.6	-2.0
9	COc1ccc2nc(NC(=O)C34CC5CC(CC(NC(C)=O)(C5)C3)C4)sc2c1	2.3	-1.5	-3.7	3.5	-0.7	10.5	-0.7	-13.0	-2.4
10	N=c1occ(C(=O)c2cc(F)ccc2O)cc1C(=O)NC1CCCCC1	4.3	1.4	4.4	5.4	-4.6	2.2	14.1	6.8	-0.2
11	CC1(C)CC(=O)C(C(C#Cc2ccccc2)C2=C(O)CC(C)(C)CC2=O)=C(O)C1	1.6	4.4	2.2	4.8	11.3	2.3	-8.4	6.0	-0.7
12	CC(=O)Oc1cccc(N2C(=O)C3CC=C(Cl)CC3C2=O)c1 (stereo unspecified)	-3.2	-0.6	-3.4	0.4	11.3	1.2	5.1	-20.4	0.3
13	Cc1ccc(S(=O)(=O)N2CCN(C)CC2)c(C)c1N(C)S(=O)(=O)c1ccc(Cl)cc1	-7.6	-8.2	-3.8	1.2	4.3	1.2	8.9	3.5	0.8
14	O=C(Nc1ccc(Cl)c(Cl)c1)C1CCCCC1	9.8	1.3	-2.8	0.1	-7.2	-18.3	-18.8	10.2	-7.3
15	Cc1ccccc1OCCNCC(C)O (stereo unspecified)	3.8	-1.2	0.4	-2.0	4.4	-5.5	-8.6	8.7	-4.4
16	CCOC(=O)c1c(NC(=O)COC)sc(C)c1C	10.8	0.6	0.1	-1.7	-0.4	4.0	-5.6	4.5	2.4
17	CSc1ncccc1C(=O)NNC(=O)c1ccc(NS(=O)(=O)c2cccs2)cc1	-11.9	-3.1	-2.7	2.3	-3.4	9.8	-7.6	-15.4	-3.6
18	CC(C)OC(=O)c1ccc(NC(=O)CSc2nc3ncccc3[nH]2)cc1	10.9	-9.7	1.1	-4.8	-0.1	-3.3	-13.4	-6.7	-10.6
19	Cc1ccc(S(=O)(=O)NNC(=O)c2sccc2-n2cccc2)cc1	1.2	2.4	-2.3	-1.0	-4.4	3.1	-3.7	1.2	0.2
20	CCOC(=O)C1C(=O)NC(SCC(N)=O)=C(C#N)C1c1ccccc1OCC (stereo unspecified)	-6.5	-19.5	-21.6	-23.5	-18.9	-12.8	-9.8	-13.3	-7.1
21	CCN(C[C@H]1N[C@@](Cc2ccccc2)(C(=O)OC)[C@H]2C(=O)N(C)C(=O)[C@@H]12)C(=O)c1ccccc1	.	.	0.8	3.4	.	10.4	14.9	.	.
22	N/C(=N\OC(=O)CN1C(=O)c2ccccc2C1=O)c1ccc(Br)cc1	6.0	-3.7	0.8	7.0	2.7	10.4	-2.6	1.4	-6.8
23	COCCNC(=S)N1CCc2cc(OC)c(OC)cc2C1COc1ccc(F)cc1 (stereo unspecified)	5.0	8.3	-1.6	0.2	10.9	3.2	-6.6	2.5	-1.1
24	Cc1cnc(C(=O)NC2CC(C)(C)Cc3c2cnn3-c2cccc(F)c2)cn1 (stereo unspecified)	-8.6	-1.9	-4.1	1.7	5.5	-2.6	2.7	-3.5	-3.8
25	COc1ccc(N2CCC(CNC(=O)Nc3cccc(OC)c3)C2)cc1 (stereo unspecified)	5.6	6.0	-1.2	1.6	7.0	7.0	16.0	-10.2	-1.4
26	CCc1nnc(NS(=O)(=O)c2ccc(NC(=S)NC(=O)c3ccncc3)cc2)s1	0.9	4.7	2.7	-8.2	-6.0	-3.0	-2.9	-11.6	0.7
27	C=C(C)C1CC=C(C)/C(=N\NC(=O)CCC(=O)Nc2ccc(C)c(C)c2)C1 (stereo unspecified)	-5.0	1.1	3.4	13.9	12.3	7.2	3.6	-5.8	-1.5
28	NC[C@H](Cc1ccccc1)NCCc1cc(C(F)(F)F)cc(C(F)(F)F)c1	.	.	3.1	-1.2	.	8.7	-11.6	.	.
29	COc1ccc(OC)c(C(=O)c2ccc(C(=O)N3CCCCC3)cc2)c1	6.0	0.1	-3.3	-4.8	4.7	-0.1	15.1	6.7	-3.3
30	Cc1ccc(S(=O)(=O)c2cc3c(=O)n4ccccc4nc3n(Cc3ccco3)c2=N)cc1C	-8.2	-7.9	-2.0	.	-3.8	.	4.1	-4.5	-1.2
31	CS(=O)(=O)N(CCc1ccccc1)CC(=O)NCc1ccc(Cl)cc1	-9.8	-6.5	-11.4	2.8	0.2	4.1	-35.9	14.3	-1.3
32	O=C1C(Cc2ccc(O)cc2)NC(=S)N1c1ccccc1 (stereo unspecified)	8.2	1.8	-1.6	-15.3	-1.8	2.5	4.3	2.7	-0.3
33	Cn1cc(S(=O)(=O)N2CCc3ccccc3C2)c(=O)n(C)c1=O	19.7	-1.4	-1.5	-5.7	-5.4	8.5	-7.9	11.3	0.6
34	Cc1cc(Cl)ccc1N=c1ssnc1Cl	0.0	13.5	-3.5	-11.8	12.2	-0.7	-10.8	-15.4	4.5
35	CCn1ccnc1CN1CCN(CCC(C)C)C(CCO)C1 (stereo unspecified)	-7.0	-3.2	-3.1	-2.7	-8.2	0.8	11.4	11.6	1.2
36	CCOc1ccc(S(=O)(=O)NN=C(C)c2cccnc2)cc1	.	.	-2.5	6.8	.	9.8	20.9	.	.
37	CC(=O)c1c(C)[nH]c(C(=O)OCC(=O)c2c[nH]c3ccccc23)c1C	.	-1.2	-5.0	6.1	.	-1.1	-9.0	4.1	-6.1
38	Cc1occc1C(=O)N/N=C/c1c[nH]c2ccccc12	-6.5	-4.7	-4.2	-11.1	-7.8	1.8	12.6	1.4	-2.8
39	COc1ccc(C(CNC(=O)CSc2ccc(Br)cc2)N2CCOCC2)cc1 (stereo unspecified)	0.9	12.3	-0.5	-0.8	-1.5	7.7	14.7	-8.2	4.0
40	COC(OC)C1(C)C(C#N)=C(N)Oc2c1c(=O)oc1ccccc21 (stereo unspecified)	5.9	8.0	0.3	2.0	10.2	-0.8	3.0	7.5	3.2

# Record cards (already shown). Order of values: EBNA-1 inhibitor | LYPLA2 inh | PAD4 inh | PAFAH2 inh | GSTO1 inh | PAFAH1B3 inh | PREPL inh | ZTA counter | LYPLA1 counter
# CC(=O)Oc1cccc(N2C(=O)C3CC=C(Cl)CC3C2=O)c1 (stereo unspecified) across the screens: -3.2 | -0.6 | -3.4 | 0.4 | 11.3 | 1.2 | 5.1 | -20.4 | 0.3
# CCc1nnc(NS(=O)(=O)c2ccc(NC(=S)NC(=O)c3ccncc3)cc2)s1 across the screens: 0.9 | 4.7 | 2.7 | -8.2 | -6.0 | -3.0 | -2.9 | -11.6 | 0.7
# COCCOC(=O)c1c(C)oc2ccc(NS(=O)(=O)c3ccc(F)cc3)cc12 across the screens: -15.6 | -6.4 | -8.8 | 0.2 | -5.8 | 3.2 | -3.5 | 11.6 | -2.0

# (cont.)
no.	SMILES	EBNA-1 inhibitor	LYPLA2 inh	PAD4 inh	PAFAH2 inh	GSTO1 inh	PAFAH1B3 inh	PREPL inh	ZTA counter	LYPLA1 counter
41	CCC(C)NC(=O)Cn1cc(S(=O)(=O)N2CCN(c3ccccc3F)CC2)c2ccccc2c1=O (stereo unspecified)	-8.2	4.8	-4.3	6.5	-2.7	-6.6	-2.1	-19.7	3.9
42	CCC(C)C(NC(=O)c1ccccc1NC(=O)c1ccccc1)C(=O)N1CCOCC1 (stereo unspecified)	-12.5	-3.5	2.2	-7.8	-1.4	-0.3	-0.2	3.0	-0.1
43	Cc1cc2cc(C)c(NCCNC(=O)c3cccc(F)c3)nc2cc1C	6.6	7.0	7.5	4.0	-4.9	10.4	13.2	5.0	1.1
44	COc1cc(OC)cc(-c2nnc(SCC(=O)Nc3cccc(C(=O)O)c3)s2)c1	9.7	-2.0	3.7	2.4	-7.4	8.4	1.0	6.6	-3.6
45	CC(C)(C)C(=O)N(Cc1ccc(Cl)cc1)c1cnccn1	-3.2	0.7	-2.9	7.3	6.5	-1.1	0.3	-3.3	-0.8
46	COc1ccc(CCNC(=O)CSc2nnc(-c3ccco3)c(-c3ccco3)n2)cc1OC	-3.6	2.1	-0.6	.	33.4	.	10.5	-0.2	-0.6
47	CN(C1=C(N2CCCCC2)C(=O)c2ccccc2C1=O)c1ccccc1	1.6	6.3	16.5*	10.5	50.2*	17.2	33.7	-2.7	-1.8
48	Cc1csc(SCC(=O)Nc2nc(-c3ccccc3)cs2)n1	-1.8	-12.4	0.2	-1.7	-8.8	4.2	-18.7	3.6	-10.0
49	Cc1nnc(C)n1/N=C/C=C/c1ccccc1	-0.2	3.5	3.2	-4.8	0.0	-0.5	0.0	-1.7	0.7
50	COCc1ccc([C@@H]2C[C@H]3CN(Cc4cccc(Cl)c4)C(=O)[C@]34CCCN24)o1	-14.4	2.1	1.7	1.2	0.7	7.7	8.0	-7.5	1.8
51	O=C(Nc1ncn[nH]1)c1c(Cl)ccc(Cl)c1Cl	7.0	-0.3	-0.6	7.2	0.5	6.0	-0.5	-1.5	0.0
52	O=C(N1CCCCC1)N1CCN(S(=O)(=O)c2ccc(Cl)cc2)CC1	-10.1	2.1	-5.4	11.2	6.0	7.5	9.0	12.6	0.3
53	COC(=O)N/N=C\c1ccc(OC/C=C/c2ccccc2)c(OC)c1	11.4	-1.9	-3.2	-3.1	3.1	0.1	0.6	-8.2	-3.7
54	CC(C)(CNC(=O)c1cc(-c2ccc(Cl)s2)nc2ccccc12)N1CCOCC1	1.7	-6.7	6.3	1.8	-13.8	-0.9	-8.8	6.4	-1.4
55	COC(=O)CSc1nc(C2CC2)cc(C(F)(F)F)c1C#N	-4.1	-5.0	-2.5	4.0	-1.2	6.8	-1.6	0.7	0.4
56	CCc1ccc(N(C(=O)c2ccco2)C(C(=O)NC2CCCC2)c2ccncc2)cc1 (stereo unspecified)	-11.1	-1.7	0.3	9.4	1.2	-2.7	1.9	-1.4	5.0
57	Cc1ccc(-c2cnc(SCCNC(=O)c3ccco3)[nH]2)cc1	-0.3	-1.5	1.1	7.3	1.0	-0.5	13.0	-11.8	-1.7
58	CCOC(=O)NC(CC(=O)O)c1ccc(OC)c(OC)c1 (stereo unspecified)	0.7	-5.5	1.6	-3.4	-4.9	1.6	2.6	5.2	-3.2
59	O=C(c1ccccc1)c1ccc(C(=O)N2CCN(c3ccc(O)cc3)CC2)cc1	.	.	-3.6	9.0	.	1.1	18.6	.	.
60	CSc1nnc(CCCCCNC(=O)OC(C)(C)C)o1	-3.6	1.3	1.8	2.6	1.1	6.3	-2.2	-12.8	3.5
61	COC(=O)c1c(C)cc(C)n2c1nc1ccccc12	-7.0	-1.0	-15.7	0.2	-2.6	-4.7	-0.1	-2.0	1.6

# High-throughput results as filed in PubChem.

# An excerpt, so the mix of outcomes need not match the whole.
